High-throughput results (PubChem)
Anthrax LF prot = anthrax lethal factor protease inhibition. inhibition, % at 10 µM. P15917. multiplex microsphere protease cleavage assay, LF. AID 588501. 0.12% of 360,000 active; further: plate controls were buffer without enzyme for full effect and enzyme alone for no effect
FadD28 binding = M. tuberculosis FadD28 bisubstrate binding inhibition; 0.22% of 360,000 active; inhibition, % at 12.5 µM; FadD28 bisubstrate probe binding, fluorescence polarization; in the data active means inhibition above about 8.5%, passing the limit was not always enough; inconclusive means no clear call, values can overlap the other calls
PfHsp40 yeast = compounds rescuing yeast from Plasmodium falciparum HSP40 toxicity; AID 504582; S. cerevisiae expressing PfHsp40, growth rescue, ATP luminescence; growth rescue, % at 12.5 µM; 0.68% of 340,000 active; in the data active means growth rescue above about 28%, passing the limit was not always enough; inconclusive means no clear call, values can overlap the other calls;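 further: yeast W303a lacking pdr1 and pdr3 grown in galactose medium; growth measured after three days at 30 °C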
TcdB GH inh = TcdB glycohydrolase inhibition. P18177. TcdB glycohydrolase enzymatic assay, plate reader. 0.24% of 350,000 active. inhibition, % at 9.99 µM. AID 652162; in the data active means inhibition above about 10%
CCHF vOTU inh = blocks the CCHF virus ovarian tumor domain protease; CCHFV vOTU protease, Pep-AMC fluorescence; inhibition, % at 11.5 µM; 0.55% of 370,000 active; in the data active means inhibition above about 30%; further: 0% = vehicle wells with enzyme and 100% = no enzyme wells
BoNT A protease = inhibitors of Botulinum neurotoxin A light chain protease; multiplex microsphere protease substrate cleavage, flow cytometry; inhibition, % at 10 µM; 0.17% of 360,000 active; AID 588499; further: plate controls were buffer without enzyme for full effect and enzyme alone for no effect
PrPC surface inh = cell surface PrPC inhibition, primary TR-FRET screen | P04156 | TR-FRET read-out | inhibition, % at 13.8 µM | 0.43% of 370,000 active; in the data active means inhibition above about 24%; further: 0% = median of the test wells and 100% = reference compound wells
BoNT F protease = BoNT F light chain protease inhibition; 0.22% of 360,000 active; inhibition, % at 10 µM; Multiplex microsphere protease cleavage assay, flow cytometry; in the data active means inhibition above about 35%, passing the limit was not always enough; inconclusive means no clear call, values can overlap the other calls; further: plate controls were buffer without enzyme for full effect and enzyme alone for no effect
Yp Topo-I inh = blocks Yersinia pestis topoisomerase I activity; AID 504884; Y. pestis Topo-I cleavage product accumulation, plate reader; 0.064% of 360,000 active; activity, % at 10 µM; in the data active means activity above about 50%, passing the limit was not always enough; inconclusive means no clear call, values can overlap the other calls; further: inactives centre near 2
* = called active by the depositor; ? = inconclusive; nt = no result given. Unless noted, no stated cut-off is given here; in the data, active means inhibition above about 30%; inconclusive means no clear call, values can overlap the other calls; inactive means below that. Compounds as they come; about 2.3% have a hit in one of these screens.

compound | Anthrax LF prot | FadD28 binding | PfHsp40 yeast | TcdB GH inh | CCHF vOTU inh | BoNT A protease | PrPC surface inh | BoNT F protease | Yp Topo-I inh
Cn1c(CCC(=O)Nc2ccc(S(C)(=O)=O)cc2)nc2cc(S(=O)(=O)N3CCOCC3)ccc21 | 12 | -1.8 | -0.5 | 0.6 | 6 | 3.4 | -1 | -5 | -2
CCn1cc(C(=O)OCC(=O)Nc2cccc(S(=O)(=O)N3CCOCC3)c2)c(=O)c2ccc(C)nc21 | 0 | -1.2 | 0.2 | nt | -9 | ? | 6 | -1 | -7
CN(C)c1nc(C(=O)NN)nc(N(C)C)n1 | -1 | 0.3 | -0.9 | 0.9 | -7 | 0.1 | 0 | 2 | 9
CN1CCCN(S(=O)(=O)c2ccccc2)c2nc3ccccc3nc21 | -5 | -1.2 | 1.1 | -0.2 | -8 | 1.5 | 2 | 0 | 5
CC(=O)Nc1cccc(-c2cc(NC=O)c3ncc(-c4ccc(F)c(Cl)c4)n3c2)c1 | -4 | -7.6 | nt | 0.3 | -5 | 0.2 | -6 | -10 | 14
CC(=O)N(CC#CCN(C(C)=O)c1ccccc1)c1ccccc1 | -2 | -1.0 | nt | 0.3 | 9 | 0.0 | -8 | 0 | 1
Cc1ccc(C(=O)NCCNC(=O)COc2ccc(C)c(C)c2)cn1 | 3 | -1.3 | 1.4 | 0.4 | 11 | 0.8 | 0 | -11 | -3
NC(=O)c1nn(-c2ccccc2)nc1NC(=O)CSc1nnnn1-c1ccc(Cl)cc1 | -6 | -2.1 | 0.8 | nt | 10 | -0.5 | 1 | 0 | 19
CCOc1cc(C2NC(=S)NC(C)=C2C(=O)Nc2ccc(OC)cc2)ccc1O (stereo not drawn) | -4 | -0.5 | -0.3 | nt | -6 | 0.4 | 0 | -1 | -1
CCC(CO)Oc1cc(NC(=O)c2ccc(Cl)cc2)c2ncn(C(C)C)c2c1 (stereo not drawn) | 0 | -0.9 | 1.1 | -1.0 | 3 | 0.1 | 3 | -1 | 15
O=C(Nc1c(C(=O)Nc2ccc3c(c2)OCCO3)cnn1-c1ccccc1Cl)c1ccco1 | 1 | -1.0 | -1.2 | nt | 10 | 1.3 | 7 | -6 | -2
COc1ccc([N+](=O)[O-])cc1NC(=O)CSCc1ccc(Br)cc1 | -6 | 2.7 | 5.1 | -5.0 | 11 | -0.6 | 6 | -7 | 3
COc1cccc(Nc2ncnc3c2cnn3-c2cccc(C)c2)c1 | -14 | -0.4 | 0.0 | nt | 1 | 0.9 | -6 | -5 | -8
CCOC(=O)N1CCC(NC(=O)c2ccc(CO)c(C(=O)NC3CCN(C(=O)OCC)CC3)c2)CC1 | 1 | -2.0 | -0.9 | 1.7 | -4 | 0.0 | 3 | -3 | 0
CC(C)(C)c1nc(SCC(=O)NC2CCCC2)c2ccccc2n1 | -1 | 1.1 | 0.3 | 0.9 | 16 | -0.7 | 23 | -10 | -3
COc1ccc(Cn2c(-c3ccccc3)nc3c(c(=O)c4ccccc4n3C)c2=O)cc1 | 2 | -3.5 | 1.3 | nt | -9 | 0.1 | 2 | 2 | 11
O=S(=O)(c1cccc2nonc12)N1CCN(c2ccc(F)cc2)CC1 | -4 | -3.0 | 0.4 | -2.3 | -8 | -0.4 | 0 | 0 | 0
COc1ccc(OC)c(-c2csc(CCn3nc(C)cc3C)n2)c1 | 4 | -1.4 | 0.5 | -3.3 | 4 | 0.1 | 3 | 1 | 8
Cc1ccc(C)c(Nc2ccc(C(=O)NCCc3ccccc3)cn2)c1 | -1 | -2.2 | 1.4 | -2.0 | 4 | 0.2 | 27* | 1 | -2
CC1CC(C)CN(S(=O)(=O)c2ccc(Cl)cc2)C1 (stereo not drawn) | -5 | 0.3 | -0.1 | -0.2 | -4 | -2.3 | 3 | ? | -2
CC(=O)c1c(C)nc(-c2ccccc2)nc1NC(=O)Cc1ccccc1 | -1 | -0.9 | -0.1 | 6.5 | 18 | 0.3 | 1 | 0 | -4
COC(=O)c1[nH]c2ccc(C)cc2c1NC(=O)c1ccccc1[N+](=O)[O-] | 2 | -5.5 | -0.4 | nt | 9 | 0.1 | -23 | -5 | -1
COCCn1c(SCC(=O)Nc2nc3ccccc3s2)nnc1-c1ccoc1C | 0 | -5.2 | -1.8 | nt | 0 | 0.0 | -2 | 11 | 21
Cc1ccc(Cc2c(-c3ccc(C#N)cc3)nc3ccc(Cl)cn23)cc1 | 16 | -0.3 | nt | 1.5 | 8 | 7.0 | 4 | 5 | nt
CCCN(CC(=O)Nc1ccccc1C)C(=O)C1CCCN(C(=O)c2ccc(Cl)cc2)C1 (stereo not drawn) | -1 | -11 | -0.8 | 1.2 | 18 | -0.3 | 3 | 0 | 0

Quoted from the listing:
For TcdB GH inh, Cc1ccc(Cc2c(-c3ccc(C#N)cc3)nc3ccc(Cl)cn23)cc1 is listed with 1.5
For PrPC surface inh, CCC(CO)Oc1cc(NC(=O)c2ccc(Cl)cc2)c2ncn(C(C)C)c2c1 (stereo not drawn) is listed with 3

The listing picks up, repeating the 2 entries before the break.
compound | Anthrax LF prot | FadD28 binding | PfHsp40 yeast | TcdB GH inh | CCHF vOTU inh | BoNT A protease | PrPC surface inh | BoNT F protease | Yp Topo-I inh
Cc1ccc(Cc2c(-c3ccc(C#N)cc3)nc3ccc(Cl)cn23)cc1 | 16 | -0.3 | nt | 1.5 | 8 | 7.0 | 4 | 5 | nt
CCCN(CC(=O)Nc1ccccc1C)C(=O)C1CCCN(C(=O)c2ccc(Cl)cc2)C1 (stereo not drawn) | -1 | -11 | -0.8 | 1.2 | 18 | -0.3 | 3 | 0 | 0
CCOc1ccc(C(C(=O)NC2CCCC2)N(C(=O)c2snc(C(N)=O)c2N)c2cccc(O)c2)cc1 (stereo not drawn) | 17 | -0.3 | 0.1 | 0.5 | -6 | -0.6 | 7 | 2 | 24
CC1(c2nnnn2Cc2ccccc2)CCC(=O)N1CCc1c[nH]c2ccccc12 (stereo not drawn) | -9 | nt | nt | 2.0 | 1 | -0.8 | -5 | 0 | nt
CN(CC(=O)Nc1cc(Cl)ccc1-n1cncn1)Cc1ccccc1N1CCOCC1 | 8 | 0.8 | nt | -0.6 | 4 | -0.2 | 10 | -3 | 0
O=C(N/N=C/c1ccc2c(c1)OCO2)c1cc(-c2ccncc2)nc2ccccc12 | -2 | -3.6 | -0.2 | nt | 6 | 0.5 | 5 | -5 | 16
O=S1(=O)c2c(Oc3cccc4ccccc34)cccc2OC(COCc2ccccc2)CN1C1CCCC1 (stereo not drawn) | 4 | -4.0 | -1.6 | 1.1 | 1 | -0.5 | 4 | -6 | -6
Cc1ccccc1NC(=O)CCN1CCN(Cc2ccccc2)CC1 | -2 | 0.3 | 0.1 | nt | -3 | 0.8 | -3 | 18 | -3
Nc1nc(-c2ccccc2)c(CCCOc2ccc(NC(=O)CBr)cc2)c(=O)[nH]1 | 0 | -4.6 | 0.5 | 1.0 | 1 | 0.3 | -2 | 2 | 5
CCOC(=O)c1sc(NNC(=O)c2ccc(C)cc2)nc1C | -10 | -4.1 | 0.5 | 0.2 | 10 | -1.4 | 0 | ? | 0
Cc1ccccc1NC(=O)C1Cc2ccccc2CN1C(=O)OCc1ccccc1 (stereo not drawn) | 0 | -1.4 | 0.7 | 1.0 | -3 | -0.5 | 8 | -1 | 9
Cc1c(N2C(=O)c3cccc4cccc(c34)C2=O)c(=O)n(-c2ccccc2)n1C | 2 | -2.1 | 0.2 | nt | 13 | 0.3 | -30 | -3 | 8
CC(=O)c1ccc(NC(=O)CN2C(=O)/C(=C/C(C)=C/c3ccccc3)SC2=S)cc1 | 2 | -2.8 | -0.8 | 0.9 | 5 | 2.5 | 7 | 2 | -12
COc1ccc(C(=O)Nc2ccc(C)cc2C(=O)c2ccccc2)c(OC)c1 | -2 | -2.8 | -0.2 | 0.7 | 6 | -0.2 | 14 | -2 | -3
CCCn1c(C2CCCN2c2nc(-c3ccc(C)cc3)cs2)nc2cc(Cl)c(N3CCCCC3)cc21 (stereo not drawn) | 2 | -2.3 | 14 | -0.3 | 8 | 0.1 | -4 | 0 | 4
CN(CC(=O)NCc1cccs1)CC(=O)Nc1ccc(F)c(F)c1F | 2 | -4.9 | 0.8 | 0.8 | 14 | 1.2 | 1 | 3 | -7
CNC(=S)N1CCN(CCN=Cc2c(O)n(-c3ccc(C)cc3)c(=S)[nH]c2=O)CC1 | 2 | -1.2 | -1.2 | -0.7 | -4 | -0.3 | -1 | 19 | 9
CSc1cccc(NC(=O)c2ccc(Cl)nc2)c1 | 3 | 1.1 | 1.2 | nt | 3 | 0.6 | 9 | 12 | -5
CC(=O)N(CCc1ccccc1C)Cc1cc2ccc(C)cc2[nH]c1=O | 5 | -2.4 | -0.4 | 1.0 | -8 | -3.2 | -3 | -10 | 1
COc1ccc(CC(=O)N(c2ccccc2)c2nc(C)cs2)cc1 | 0 | -5.9 | 0.9 | 1.8 | 7 | -0.1 | 9 | -1 | 4
COc1cc2c(cc1OC)CN(C(=O)c1ccccc1C(=O)O)CC2 | 0 | -0.5 | -1.0 | nt | -1 | -0.7 | 4 | -5 | 6
Cc1[nH]c(=O)[nH]c1C(=O)CCCCC(=O)O | -5 | -1.3 | -0.7 | -0.3 | 11 | 4.9 | 0 | 28 | -10
Cc1cc(=O)oc2c3c(cc(OCC(=O)NCCC(=O)N[C@@H](C)C(=O)O)c12)OC(C)(C)CC3 | -13 | 1.4 | -0.3 | 1.0 | -236 | 1.1 | 6 | 3 | 3
COc1ccc(N(CC(=O)NCCc2ccc(OC)c(OC)c2)S(=O)(=O)c2ccc(OC)c(OC)c2)cc1 | -2 | -0.5 | 1.6 | -0.3 | 13 | 3.6 | -5 | -3 | 18
CCCC1(c2ccccc2)NC(=O)N(CC(=O)NCc2ccc(OC)cc2)C1=O (stereo not drawn) | -6 | -0.7 | -0.8 | 0.5 | 7 | -1.4 | 1 | 14 | 0
CCn1c(C(=O)NCc2cccnc2)cc2sc(Cl)cc21 | -3 | -2.5 | 0.6 | nt | -3 | 0.1 | -7 | -2 | 2
O=C(Nc1cc(C(=O)Nc2ccccc2C(=O)O)cc(C(=O)Nc2ccccc2C(=O)O)c1)c1ccccc1 | -4 | -39 | 1.6 | 0.7 | 26 | -2.5 | 1 | -8 | -7
CN1CCN(C(=O)C2CC(=O)N(c3ccc(F)c(Cl)c3)C2)CC1 (stereo not drawn) | -8 | -2.6 | 0.6 | -0.9 | -4 | -0.2 | 1 | -2 | -2
CCCCn1c(N)c(N(C(=O)CSc2nnnn2-c2ccc(C)cc2)C2CCCC2)c(=O)[nH]c1=O | -2 | -2.0 | -0.5 | 2.3 | 9 | 0.5 | 2 | -6 | 2
CC(NS(=O)(=O)c1ccccc1)C(c1cccs1)N1CCN(C)CC1 (stereo not drawn) | -8 | 1.2 | -0.3 | nt | -4 | -2.1 | -2 | -12 | -2
COc1ccccc1OCc1ccc(C(=O)NC2CCCCC2)o1 | 7 | -0.8 | 4.1 | -0.3 | -12 | -1.1 | 4 | 6 | 16
COc1cc(Cl)ccc1OC1(C)CCN(Cc2ccc3ccccc3c2)C1 (stereo not drawn) | -4 | -5.6 | nt | -0.1 | 18 | -0.3 | 1 | -7 | 19
CSCCC(NC(=O)c1ccc(Cl)cc1Cl)C(=O)N1CCCCCCC1 (stereo not drawn) | 6 | -4.6 | -0.1 | 2.6 | -3 | 4.8 | 1 | 6 | 16
CCCCn1nnnc1C(c1ccccc1)N1CCN(c2ccccn2)CC1 (stereo not drawn) | -5 | nt | nt | 1.1 | 3 | -0.4 | -2 | -9 | nt
Cc1cc(C)cc(N(CC(=O)NC2CCCC2)C(=O)CNC(=O)c2cccs2)c1 | -6 | 0.9 | -0.5 | -0.9 | -11 | 1.9 | -1 | -13 | -7
CC(C)(C)c1ccc(OCCC(=O)NNC(=O)c2ccccc2)cc1 | 1 | 1.5 | 0.2 | 2.6 | 7 | 0.9 | 8 | 2 | 4
